Scp1 inh: Scp-1 phosphatase inhibitors, primary screen, biochemical, colorimetric, uHTS; Carboxy-terminal domain RNA polymerase II polypeptide A small phosphatase 1 (Homo …; Recombinant Scp1, phosphopeptide, malachite green phosphate absorbance; inhibition, % at 20 µM; 340,000 compounds, 0.88% hits; AID 493091, 2011;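 active means inhibition above about 50% at 20 µM, limit read from the data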;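 further: plate controls were DMSO wells with enzyme for no effect and wells lacking enzyme for full effect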
Target sequence (Q9GZU7 76-261 limits assumed): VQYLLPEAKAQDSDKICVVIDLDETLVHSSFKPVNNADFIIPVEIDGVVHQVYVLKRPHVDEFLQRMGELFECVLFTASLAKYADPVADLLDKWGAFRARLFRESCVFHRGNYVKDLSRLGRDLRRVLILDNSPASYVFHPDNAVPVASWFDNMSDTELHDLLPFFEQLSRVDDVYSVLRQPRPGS
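Test system – truncated SCP-1 phosphatase (76-261aa) · Reagent – Phosphorylated 17-residue peptide substrate · Incubation – 45 min room-temperature reaction, 5 min colour, 30 min stabiliser · Detection – colorimetric phosphate reagent with accelerator and stabiliser, absorbance at 630 nm · Measure – % inhibition at 20 µM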
NRP1-CendR mod: modulators of CendR peptide binding to NRP-1, primary screen, biochemical, fluorescence polarization, uHTS; FAM-RPARPAR peptide binding to NRP-1; 360,000 compounds, 0.85% hits; Neuropilin-1 (Homo sapiens), O14786; AID 602438, 2012; inhibition, % at 25 µM;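 active means inhibition or corrected inhibition above about 18%, plus a signal ratio from 0.5 to 1.5, limit read from the data, passing the limit was not always enough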; further: strong numbers were not always called active
STEP block: STEP phosphatase inhibitors, primary screen, biochemical, fluorescence intensity, uHTS | recombinant STEP, OMFP fluorogenic substrate | inhibition, % at 20 µM | 360,000 compounds, 0.25% hits;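 active means inhibition at 20 µM, scaled per plate between control wells, above about 37%, limit read from the data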;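 further: 0% = DMSO with enzyme and substrate and 100% = substrate only without enzyme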
Target sequence (P54829 whole entry, looked up): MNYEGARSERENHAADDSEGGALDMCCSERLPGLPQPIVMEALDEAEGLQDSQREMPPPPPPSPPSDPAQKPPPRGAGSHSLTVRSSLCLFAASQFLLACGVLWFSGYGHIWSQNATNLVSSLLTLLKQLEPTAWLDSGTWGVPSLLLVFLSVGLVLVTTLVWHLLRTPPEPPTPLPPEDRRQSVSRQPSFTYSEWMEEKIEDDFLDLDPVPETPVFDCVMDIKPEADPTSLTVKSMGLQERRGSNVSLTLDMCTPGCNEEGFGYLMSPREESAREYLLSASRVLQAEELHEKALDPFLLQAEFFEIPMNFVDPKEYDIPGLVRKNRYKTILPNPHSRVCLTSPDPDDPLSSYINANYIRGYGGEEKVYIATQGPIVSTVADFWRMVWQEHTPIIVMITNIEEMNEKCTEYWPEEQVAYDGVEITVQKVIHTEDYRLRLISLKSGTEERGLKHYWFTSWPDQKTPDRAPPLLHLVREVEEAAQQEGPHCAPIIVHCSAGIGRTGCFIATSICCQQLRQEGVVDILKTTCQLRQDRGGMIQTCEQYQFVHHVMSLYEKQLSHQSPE
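Measure: Control-normalized % inhibition with plate pattern correction | Test system: STEP phosphatase, cell-free reaction | Medium: pH 6.0 Bis-Tris with DTT and Tween 20 | Technique: Fluorescence, 480/540 nm | Times: Reaction 20 min, ambient temperature | Doses: Single compound dose of 20 µM, 1% DMSO final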
DNMT1 inh: human DNMT1 methyltransferase inhibitors, primary screen, biochemical, molecular beacon, fluorescence, HinP1I cleavage, uHTS | DNA (cytosine-5)-methyltransferase 1 (Homo sapiens), P26358 | AID 588458, 2011 | 360,000 compounds, 0.83% hits | inhibition (reported as % activation of signal), % at 10 µM; in the data active means inhibition above about 50%
MT1-MMP act inh: blockers of MT1-MMP proenzyme processing, primary screen, HT1080 RFP-PRO-GFP cells, GFP/RFP fluorescence; Matrix metalloproteinase-14 (Homo sapiens), P50281; GFP/RFP ratio fluorescence, overnight; percent of plate control window, DMSO zero; GFP/RFP ratio change, % at 20 µM; 360,000 compounds, 0.061% hits; AID 651647, 2012;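 active means GFP/RFP ratio change of at least 30% with cell ATP level not reduced by more than half and red fluorescence within 50% of control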; further: strong numbers were not always called active
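Read-out: GFP/RFP fluorescence ratio; Test system: RFP-PRO-GFP reporter HT1080 cells; Compound dosing: single-point 20 µM compound, 1% DMSO; Times: overnight compound exposure at 37 °C.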
LMPTP block: LMPTP phosphatase inhibitors, primary screen, biochemical, fluorescence intensity, uHTS; Low molecular weight phosphotyrosine protein phosphatase (Homo sapiens), P24666; recombinant LMPTP-A, OMFP fluorogenic substrate; inhibition, % at 20 µM; 360,000 compounds, 0.22% hits; AID 651560, 2012;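 active means compounds that cut the enzyme signal by at least half of the control window in the single-dose screen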;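 further: plate controls were DMSO wells with enzyme plus substrate for no effect and substrate without enzyme for full effect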
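Test system – LMPTP-A enzyme · Amount – LMPTP-A at 0.625 nM final in the reaction · Buffer or medium – Bis-Tris pH 6.0, DTT, detergent · Reagent – OMFP 400 µM · Doses – single 20 µM dose · Schedule – reaction 50 min, room temperature, dark · Detection – fluorescence intensity of OMFP turnover product · Evaluation – percent inhibition versus substrate-only and uninhibited controls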
NadD block: inhibitors of S. aureus NadD, primary screen, biochemical, colorimetric, uHTS. Nicotinate-nucleotide adenylyltransferase NadD (Staphylococcus aureus N315). inhibition, % at 20 µM. 360,000 compounds, 0.78% hits. AID 602399, 2012. purified NadD enzyme, colorimetric absorbance read-out; in the data active means inhibition above about 26%; further: some compounds past the cut are filed as inactive
SKN-1 inh: suppressors of acrylamide-induced Pgst-4::GFP reporter in worms, primary screen, SKN-1 inhibitor project, whole organism, uHTS, GFP/RFP fluorescence ratio, strain VP596; C. elegans VP596 Pgst-4::GFP/RFP ratio, 24 h; inhibition, % at 21.8 µM; 360,000 compounds, 0.49% hits; AID 624304, 2012;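 active means interference check ratio from 0.5 to 1.5 plus GFP to RFP signal ratio inhibition reaching or exceeding a fixed threshold, cut at about 30% in these data, passing the limit was not always enough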; further: some compounds called inactive have numbers as strong as hits
Rpn11 block: Rpn11 (PSMD14) deubiquitinase inhibitors, primary screen, biochemical, fluorescence polarization, uHTS | 360,000 compounds, 0.59% hits | calls only at 20 µM | human 26S proteasome, Ub4-pepOG fluorescence polarization; 20S core pre-blocked with epoxomicin;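 active means inhibition at 20 µM, scaled to each plate's controls, above about 33%, limit read from the data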
Target sequence (O00487 whole entry, looked up): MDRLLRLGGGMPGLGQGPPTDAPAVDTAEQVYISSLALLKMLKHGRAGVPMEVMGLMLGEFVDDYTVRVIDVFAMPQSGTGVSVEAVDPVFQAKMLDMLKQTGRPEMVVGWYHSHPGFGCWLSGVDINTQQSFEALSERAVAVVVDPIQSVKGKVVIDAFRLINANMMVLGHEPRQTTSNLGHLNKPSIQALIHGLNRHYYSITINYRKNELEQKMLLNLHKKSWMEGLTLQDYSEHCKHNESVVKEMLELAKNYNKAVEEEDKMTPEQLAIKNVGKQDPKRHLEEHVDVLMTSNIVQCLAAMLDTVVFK
SUMO1 PPI mod: modulators of SUMO1 protein-protein interactions, primary screen, biochemical, uHTS; Small ubiquitin-related modifier 1 (Homo sapiens), P63165; SUMO1 binding to a labelled peptide, TR-FRET, 1 h; inhibition, % at 20 µM; 360,000 compounds, 0.33% hits; in the data active means inhibition above about 37%
* = called active by the depositor; i = inactive; . = no result given; + = active, no number; & = joins results of further samples.

compound	Scp1 inh	NRP1-CendR mod	STEP block	DNMT1 inh	MT1-MMP act inh	LMPTP block	NadD block	SKN-1 inh	Rpn11 block	SUMO1 PPI mod
COc1cc(NC(=O)COC(=O)CNC(=O)C2CCCCC2)cc(OC)c1	-6.1	17.3	-0.2	0.1	2.5	0.1	0.5	-5.6	i	3.9
COc1cc(-c2noc(CCCC(=O)NCc3ccco3)n2)cc(OC)c1OC	-10.7	13.6	5.2	-0.1	2.2	-0.6	0.3	-16.1	i	-6.0
C=CC[n+]1c(/C=C2\C=Cc3cc(C)ccc3N2CC)ccc2ccccc21	8.9	-62.1	11.2	20.4	27.9	14.2	11.0	70.4	i	-14.1
CCc1cc2c(cc3c(=O)n(CC(=O)NCCCN4CC(C)CC(C)C4)ncn32)s1 (configuration not stated)	-1.2	-11.6	-0.6	0.6	1.2	-1.8	-12.4	-4.3	i	-16.3
Cc1cccc(OCC(=O)N(Cc2ccco2)C2CCS(=O)(=O)C2)c1 (configuration not stated)	-9.2	-9.0	0.3	1.3	1.9	-2.4	-1.4	7.1	i	-5.5
CC1CN(C(=O)c2cc3cc(Br)ccc3[nH]2)CC(C)O1 (configuration not stated)	-9.1	-20.4	-2.8	-9.3	-3.0	-0.6	-4.8	12.2	i	1.0
O=C(Oc1coc(CSc2nnc(NC(=O)C3CC3)s2)cc1=O)c1ccccc1	-4.6	-7.4	3.8	3.5	4.8	-1.2	-0.1	8.5	i	-3.3
Cc1cc(NC(=O)CCCn2nc(C)c([N+](=O)[O-])c2C)no1	-12.6	-0.2	1.6	0.2	-0.3	0.6	-0.5	-8.4	i	9.1
CC1(C2CC2)NC(=O)NC1=O (configuration not stated)	-3.6	1.8	-2.0	0.9	-1.2	-0.1	-4.5	16.9	i	-0.4
COc1cc(CCN(C(=O)c2cccc(S(C)(=O)=O)c2)C(CCc2ccccc2)c2nc3ccccc3[nH]2)cc(OC)c1 (configuration not stated)	.	2.5	-0.1	-14.3	-0.9	1.8	2.1	10.2	i	-1.4
O=C1CCCC/C=C\C[C@H](CC(=O)N(CCO)Cc2ccccc2)C(=O)NCCO1	-5.9	15.4	-1.9	2.7	1.8	-1.0	-2.7	7.2	i	4.0
O=c1c2ccccc2c(C=Nc2cccc(S(=O)(=O)NCc3ccco3)c2)c(O)n1-c1ccc(Cl)cn1	-4.8	-11.0	8.0	-2.5	2.1	1.1	25.0	-12.6	i	-4.5
Cc1cc(C)cc(-n2c(C)nc3cc(C(=O)O)ccc32)c1	-4.2	-4.3	0.3	0.3	4.1	-1.0	-2.1	3.3	i	5.9
CCCCCC(=O)NC(NC(=S)NC1CCS(=O)(=O)C1)C(Cl)(Cl)Cl (configuration not stated)	-4.0	2.7	-1.2	5.6	9.7	-0.8	1.2	2.7	i	58.7*
COc1cccc(CNC(=O)C2Cc3ccccc3CN2C(C)=O)c1 (configuration not stated)	-7.1	-7.8	-2.6	0.2	1.7	-0.6	5.3	0.1	i	6.2
COc1ccc(NC(=S)N2CCC3CC2c2cc(-c4ccc5c(c4)OCO5)ccc23)c(OC)c1 (configuration not stated)	.	-4.3	6.2	-13.6	4.0	2.0	5.7	3.5	i	7.4
CCC(C)c1ccc(C(C)NC(=S)NC2CCCCC2)cc1 (configuration not stated)	8.4	5.6	1.9	0.4	-6.0	1.6	4.2	5.9	i	5.7
O=C1c2cccc3c([N+](=O)[O-])c(O)cc(c23)C(=O)N1Nc1ccccc1	-13.0	9.9	0.7	3.0	-34.5	-9.5	6.2	8.0	i	-24.6
CC1Sc2ccc(S(=O)(=O)N3CCC(C(=O)NCc4ccccc4)CC3)cc2NC1=O (configuration not stated)	0.6	1.1	2.0	0.5	1.9	-1.0	0.0	6.0	i	1.4
Fc1ccc(-c2ccnc3nc(N4CCN(c5ccccc5)CC4)nn23)cc1	2.5	2.0	-0.7	-3.7	3.3	0.8	0.3	-12.6	i	4.5
COc1ccc2c(c1)sc1nc(-c3ccccc3)cn12	-3.6	2.7	1.9	-13.2	16.7	7.7	-2.4	37.2*	i	3.8
COc1ccccc1CNC(=O)C(NS(=O)(=O)c1ccc2c(c1)OCCO2)C(C)C (configuration not stated)	-2.4	13.2	0.3	-4.5	-0.1	1.1	4.7	10.3	i	-1.0
CC(C)C[C@H]1CNC(=O)C(=O)N1CC1CCN(CC2CCC(C(C)(C)C)CC2)CC1 (some centres not stated)	-1.9	3.8	-4.2	5.7	1.6	-2.5	-2.0	-13.6	i	0.3
CCC(C)NS(=O)(=O)c1ccc(OCC(=O)N2CCCC2)cc1 (configuration not stated)	1.7	12.0	0.5	1.3	3.3	-1.0	-2.1	5.8	i	3.6

Rewritten with values under each structure: entries from further up.
Values run as follows: Scp1 inh, NRP1-CendR mod, STEP block, DNMT1 inh, MT1-MMP act inh, LMPTP block, NadD block, SKN-1 inh, Rpn11 block, SUMO1 PPI mod
O=C(Oc1coc(CSc2nnc(NC(=O)C3CC3)s2)cc1=O)c1ccccc1
→ -4.6, -7.4, 3.8, 3.5, 4.8, -1.2, -0.1, 8.5, i, -3.3
Cc1cc(NC(=O)CCCn2nc(C)c([N+](=O)[O-])c2C)no1
→ -12.6, -0.2, 1.6, 0.2, -0.3, 0.6, -0.5, -8.4, i, 9.1

The listing continues:
compound	Scp1 inh	NRP1-CendR mod	STEP block	DNMT1 inh	MT1-MMP act inh	LMPTP block	NadD block	SKN-1 inh	Rpn11 block	SUMO1 PPI mod
N#C/C(=N\Nc1cccc([N+](=O)[O-])c1)C(=O)c1ccc(Br)cc1	-6.0	8.8	-0.8	-9.7	-25.7	8.3	14.2	-6.7	i	-3.5
C/C(CC(=O)N(C(C)C)C(C)C)=N\NC(=O)c1ccccc1Br	-7.1	5.5	-1.2	1.3	3.4	-0.5	4.5	7.0	i	-0.4
CC(=O)c1ccc(OCC(O)CN2CCN(Cc3ccc4c(c3)OCO4)CC2)cc1 (configuration not stated)	-0.1&-6.1	12.3&-4.9	-3.2&-1.5	-3.1&3.5	3.2&-2.2	-2.5&-1.7	-4.2&-3.9	-4.0&17.1	i	-1.5&2.0
O=S(=O)(c1ccc(-c2csc(Nc3ccc(F)cc3)n2)cc1)N1CCCC1	-7.3	0.6	-1.3	-14.9	-2.7	3.9	7.6	2.3	i	-2.7
COc1ccc(CS(=O)(=O)CC2(O)CCN(C(=O)c3cccc(C(F)(F)F)c3)CC2)cc1	4.8	5.5	-0.1	-1.4	-1.7	-1.1	-2.5	-5.6	i	0.0
O=C(c1nc[nH]c1C(=O)N1CCN(c2ccccc2)CC1)N1CCN(c2ccccc2)CC1	-2.3	0.7	1.5	2.0	2.1	-1.0	-5.2	1.2	i	4.9
NC(Cc1ccc(C(F)(F)F)cc1)c1csc(Nc2ccc(S(N)(=O)=O)cc2)n1 (configuration not stated)	.	2.0	0.0	-17.3	0.2	-1.6	-2.8	-10.5	i	-1.2
COc1cccc(OC)c1C(=O)Nc1nc2cc3c(cc2s1)OCO3	-12.6	0.5	2.6	2.9	3.4	-0.2	-5.8	13.2	i	-0.8
CC(=O)Nc1cnc(-c2ccc3c(c2)OCO3)cn1	.	0.7	0.7	-1.5	-5.5	-0.4	-7.8	18.1	i	-6.0
CCC(C)NC(=O)C1CCN(S(=O)(=O)c2ccc(-n3cnnn3)cc2)CC1 (configuration not stated)	-3.0	3.8	-1.1	1.0	-1.4	-1.3	-4.3	14.8	i	2.8
O=C(CCNC(=O)c1ccccc1)NN=Cc1ccc(Br)o1	70.2*	2.9	3.7	50.6*	1.4	6.2	-6.1	-5.0	i	-5.1
Cc1ccc(NC(=O)c2ccc(Cl)c(S(=O)(=O)N3CCCCCC3)c2)nc1	-4.8	-11.3	-0.1	-2.9	6.9	1.0	-0.5	21.9	i	1.4
COc1ccc(OC)c(N2C(=O)CC(Cc3cc(C)cc(C)c3)C2=O)c1 (configuration not stated)	-11.3	9.5	-2.8	-1.6	-2.4	0.1	-4.8	9.3	i	6.3
CC(C)(C)NC(=O)CSc1n[nH]c(=O)n1-c1ccccc1	-6.1	1.2	-0.6	0.0	3.7	-1.9	-6.9	4.1	i	0.4
COc1ccc(CCC(=O)OCC(=O)c2ccc[nH]2)cc1OC	2.1	0.2	1.4	-11.2	2.5	-0.2	-2.2	1.8	i	-3.2
CN(C)c1nccc(N(Cc2ccccc2)Cc2ccccc2)c1C#N	4.5	-6.9	1.8	-3.1	-0.2	3.5	-0.9	19.4	i	0.6
O=C(Nc1ccc(F)cc1)c1sc2cc(C(F)(F)F)cnc2c1-c1cccs1	-2.0	-3.7	5.7	-0.6	-0.1	3.5	9.7	-4.0	i	10.1
Nc1cccc(O)c1	-9.2	-7.5	-1.9	-1.4	-2.7	-0.4	-2.3	12.6	i	3.6
Cc1ccc2nc(Nc3nc(C)cc(C(F)(F)F)n3)nc(C)c2c1	-1.3	-6.6	-1.2	-0.2	1.6	-1.6	0.8	-1.9	i	-0.7
COc1cc2cc(Oc3ccc4ccc(=O)oc4c3)c(=O)oc2cc1O	-1.3	-7.8	-3.4	-3.9	2.2	-0.1	3.0	8.1	i	-5.7
Cc1ccc(NC(=O)c2cnc3ccccc3n2)cc1C	5.3	-7.7	0.4	-0.2	2.3	0.9	-4.8	10.1	i	-23.2
Cc1ccccc1CC(=O)Nc1ccc(C(=O)N2CCCC2)cc1	-1.3	-0.6	0.2	13.1	-3.1	0.9	0.7	3.4	+	-1.6
CCCn1c(=S)[nH]c2cc(C(=O)NCc3ccccc3OC)ccc2c1=O	.	-6.1	2.4	14.6	-1.4	10.1	1.8	5.1	i	1.9
CC(C)[C@H](NC(=O)Nc1cccc(C(F)(F)F)c1)C(=O)O	-3.0	1.0	-2.0	0.2	0.3	-0.6	-3.8	0.3	i	0.3

Screening data as filed in PubChem BioAssay.
